GDH-TPI inh = GDH-TPI coupled enzyme inhibition counter-screen; GDH-TPI coupled enzyme counterscreen, NADH absorbance; inhibition, % at 4.8 µM; hit rate 1.2% among 360,000; AID 588335;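 note: 0% = DMSO wells and 100% = wells lacking the enzyme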
Mtb BioA inh = inhibitors of Mycobacterium tuberculosis BioA enzyme; purified M. tuberculosis BioA enzyme, plate reader; inhibition, % at 9.99 µM; hit rate 0.096% among 360,000; in the data active = inhibition above about 40%
PrPC TRFRET = cell surface PrPC inhibition, primary TR-FRET screen. P04156. TR-FRET read-out. inhibition, % at 13.8 µM. hit rate 0.43% among 370,000. AID 720596; in the data active = inhibition above about 24%; note: 0% = median of the test wells and 100% = reference compound wells
Mtb FBA inh = inhibits M. tuberculosis FBA enzyme | P9WQA3 | purified M. tuberculosis FBA, fluorescence read-out | inhibition, % at 1 µM | hit rate 2.3% among 360,000; in the data active = inhibition above about 27%;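 note: 0% = vehicle and 100% = reference inhibitor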
Target sequence (P9WQA3 whole entry, looked up): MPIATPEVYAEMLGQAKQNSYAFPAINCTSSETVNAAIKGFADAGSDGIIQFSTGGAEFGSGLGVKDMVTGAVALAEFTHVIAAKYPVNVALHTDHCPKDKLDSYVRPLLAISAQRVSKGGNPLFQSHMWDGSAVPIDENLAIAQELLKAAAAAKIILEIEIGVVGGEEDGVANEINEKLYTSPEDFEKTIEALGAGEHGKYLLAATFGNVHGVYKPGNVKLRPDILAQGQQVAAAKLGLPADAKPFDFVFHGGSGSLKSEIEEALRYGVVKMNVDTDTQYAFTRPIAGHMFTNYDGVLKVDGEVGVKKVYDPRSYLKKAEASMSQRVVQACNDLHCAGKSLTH
BoNT-A LC inh2 = BoNT A light chain protease inhibition. multiplex microsphere protease substrate cleavage, flow cytometry. inhibition, % at 10 µM. hit rate 0.17% among 360,000. AID 588499; in the data active = inhibition above about 30%; note: plate controls were buffer without enzyme for full effect and enzyme alone for no effect
BoNT F protease = blocks Botulinum neurotoxin F light chain protease; Multiplex microsphere protease cleavage assay, flow cytometry; inhibition, % at 10 µM; hit rate 0.22% among 360,000; AID 588497; in the data active = inhibition above about 35%, passing the limit was not always enough; note: plate controls were buffer without enzyme for full effect and enzyme alone for no effect
CCHFV vOTU inh = blocks the CCHF virus ovarian tumor domain protease; CCHFV vOTU protease, Pep-AMC fluorescence; inhibition, % at 11.5 µM; hit rate 0.55% among 370,000; note: 0% = vehicle wells with enzyme and 100% = no enzyme wells
UGM FP inh = inhibitors of M. tuberculosis UDP-galactopyranose mutase; purified UGM, fluorescence polarization probe displacement; inhibition, % at 10 µM; hit rate 0.06% among 320,000; in the data active = inhibition above about 10%, passing the limit was not always enough
Target sequence (P9WIQ1 whole entry, looked up): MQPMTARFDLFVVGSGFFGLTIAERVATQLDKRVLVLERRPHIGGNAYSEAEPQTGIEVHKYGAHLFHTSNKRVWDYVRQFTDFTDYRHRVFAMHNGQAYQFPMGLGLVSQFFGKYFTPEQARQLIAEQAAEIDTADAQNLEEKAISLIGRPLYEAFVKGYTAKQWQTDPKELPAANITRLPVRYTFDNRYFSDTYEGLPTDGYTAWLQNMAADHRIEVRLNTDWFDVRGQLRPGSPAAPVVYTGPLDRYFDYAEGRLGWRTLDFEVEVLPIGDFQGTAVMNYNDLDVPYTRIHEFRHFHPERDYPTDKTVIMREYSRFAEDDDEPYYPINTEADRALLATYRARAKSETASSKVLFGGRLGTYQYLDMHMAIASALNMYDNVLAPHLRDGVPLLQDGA
FadD28 binding = blocks FadD28 binding to the bisubstrate probe; fluorescence polarization; hit rate 0.22% among 360,000; inhibition, % at 12.5 µM; in the data active = inhibition above about 8.5%, passing the limit was not always enough
An asterisk follows results filed as active; . = no result given; + = active, no number. Cut-off read from the data, not from the text of the source, unless noted: active = inhibition above about 30%; inactive = the rest.

Order of values – GDH-TPI inh, Mtb BioA inh, PrPC TRFRET, Mtb FBA inh, BoNT-A LC inh2, BoNT F protease, CCHFV vOTU inh, UGM FP inh, FadD28 binding
- CC(C)c1ccc(/C=N/NC(=O)c2ccccc2Cl)cc1
 : 2.2, ., -8.4, -6.2, -1.3, -5.6, -1.4, -1.2, -1.8
- Cc1ccc(Cc2c(C(C)(C)C)nc3cc(C)c(Br)c(C)n23)cc1
 : ., -3.3, 3.6, 1.7, 0.6, -1.9, -5.0, ., -1.0
- COc1ccc(S(=O)(=O)N2CCCCC2)cc1NC(=O)CCCOc1ccc(C)cc1
 : 9.1, 1.4, -1.5, -0.4, -0.1, -7.0, 18.9, -0.3, -1.7
- Cc1ccc(NC(=O)C2(S(=O)(=O)c3ccc(Cl)cc3)CC2)c(Br)c1
 : 0.0, 8.9, -1.6, 0.3, 0.5, 1.6, 7.3, -2.2, 0.1
- Cc1ccc(S(=O)(=O)N(C)C)cc1NC(=S)NCCCn1ccnc1
 : -1.3, 0.4, -3.1, 0.9, -0.8, 1.2, -12.2, -2.0, -1.0
- C/C(=N/NC(=O)c1cc(-c2ccc(Br)s2)[nH]n1)c1ccco1
 : 7.3, ., -9.6, 2.7, -1.0, -3.6, 8.8, -2.7, -3.9
- O=C1C=C(c2cccc(Br)c2)C[C@@H](c2ccc(F)cc2)C1
 : 12.6, 0.0, -0.3, 1.3, -0.6, 1.8, -4.4, -1.2, -2.9
- Cc1ccc(NC(=O)CCSc2nnc(C)s2)cc1
 : -0.9, -0.1, 6.9, -2.5, 0.7, -1.9, 3.6, -0.8, -3.7
- CC(C)(C)NS(=O)(=O)c1ccc2nc(NC(=O)Cc3cccs3)sc2c1
 : 2.6, 3.1, 11.6, 1.6, -0.1, -9.9, 10.2, 1.9, 2.9
- COc1ccc(C(=O)NCC(=O)OCC(=O)c2ccc3c(c2)NC(=O)CO3)cc1
 : 9.2, ., -2.1, 0.6, -0.2, 0.0, 12.5, 2.5, -1.6
- Cc1ccc(C(=O)CCC(=O)OCC(=O)N(C)c2c(N)n(Cc3ccccc3)c(=O)[nH]c2=O)cc1
 : 1.1, 0.9, -0.3, 0.6, ., ., -4.3, 1.1, -4.2
- O=C(Nc1nc(-c2cccs2)c(C(=O)C(F)(F)F)s1)c1ccco1
 : 12.3, ., 4.5, -5.0, -0.4, 1.2, 15.1, 2.7, -16.8
- Cc1ccc2sc(-c3ccc(NC(=O)/C=C\C(=O)O)cc3)nc2c1
 : 22.0, 2.7, 3.0, +, 0.3, 3.1, -323.3, ., -3.2
- Cc1ccc2[nH]c(=O)c3cc(C(=O)N(C)Cc4ccco4)sc3c2c1
 : 18.7, 0.9, 6.5, 51.3*, 0.0, -3.1, -40.1, -2.7, -1.7
- CCn1c(SCC(=O)c2cc(C)ccc2C)nc2cc(S(=O)(=O)N3CCOCC3)ccc21
 : -5.7, -0.1, 10.9, 1.7, 0.1, -3.9, -0.3, -1.8, -3.0
- O=c1cc(CN2CCOCC2)c2cc(Cl)ccc2o1
 : 11.0, -0.9, -3.5, -3.6, -0.8, -13.9, -12.9, 1.5, -0.7
- CC(C)(CNC(=O)C1CCCC1)CNC(=O)C1CCCC1
 : -5.5, 2.2, 4.2, 1.1, 0.5, 17.1, -0.5, -2.4, -3.7
- O=C1N(Cc2cccnc2)C[C@@H]2C[C@@H](c3cccc(OCc4ccccc4)c3)N3CCC[C@@]123
 : 2.9, ., 4.2, -5.7, -0.8, -0.5, 10.1, 1.9, -4.3
- CN1C=CC(=O)[C@@H](OC(=O)Nc2ccc(Br)cc2)[C@H]1c1ccccc1Br
 : 12.3, -0.7, 15.2, 0.4, -0.2, -7.1, 15.2, ., -10.5
- Cc1ccc(C(=O)N/C(=C/c2ccccc2)C(=O)NCc2ccncc2)cc1
 : -5.2, -1.6, -6.0, 1.9, -1.0, -1.9, -12.5, -1.5, -1.9

Order of values – GDH-TPI inh, Mtb BioA inh, PrPC TRFRET, Mtb FBA inh, BoNT-A LC inh2, BoNT F protease, CCHFV vOTU inh, UGM FP inh, FadD28 binding
- Cc1cc(C(=O)N/N=C/c2ccc(-c3ccc(C)c(Cl)c3)o2)n[nH]1
 : 16.1, 0.0, -1.7, 3.5, ., ., -5.4, -0.4, 0.4
- C/C=C1/C[N+]2(C)CCC34C(=C(C=O)[C@H]1C[C@@H]32)Nc1ccccc14 (stereo partly drawn)
 : 22.7, -0.2, 8.8, 5.4, -1.9, -23.8, -6.3, -3.0, 0.8
- O=C(CN1C(=O)CCSc2ccccc21)NC1CCCCC1
 : 6.9, -5.4, 1.6, 4.3, 1.1, -6.0, -5.3, -0.9, -0.1
- CC(=O)N=Cc1c(C)c(C#N)c(=O)n(C)c1O
 : 12.2, ., -9.1, -2.6, -1.2, -5.1, 16.5, -2.0, -0.6
- O=C(c1coc2ccc(O)cc12)C1CC1
 : 5.6, 0.4, -1.9, 3.9, -0.1, -4.1, 8.9, -2.4, -3.9
- COc1ccc(NC(=S)N(CCCN2CCOCC2)Cc2ccco2)cc1
 : -3.1, ., 3.0, 0.7, -2.3, -12.1, -2.3, -1.1, -2.6
- COC(=O)C1=C(C)N(CC2CCCO2)C(=O)/C1=C\c1ccc(O)cc1 (stereo not drawn)
 : 13.4, 0.1, -0.2, -11.4, 0.1, 3.1, 8.2, 1.7, -3.7
- CC(=O)c1ccc(COC(=O)c2cc3ccccc3oc2=O)cc1
 : 16.2, 5.8, -1.8, 1.4, 1.7, 9.1, -4.7, -1.3, -2.9
- O=C(c1ccco1)N1CCN(CC(=O)N(C2CCCCC2)C2CCS(=O)(=O)C2)CC1 (stereo not drawn)
 : 7.4, -3.0, 7.5, 1.2, 1.1, 4.3, 2.0, -2.3, 1.2
- Cc1ccc2c(C)c(C(=O)N(C)C(C)c3ccncn3)oc2c1C (stereo not drawn)
 : 7.7, 0.9, -4.1, -6.5, -5.5, -5.1, 0.8, -0.6, -3.7
- COC(=O)c1ccc(CSc2nnc(CNC(=O)c3cccs3)o2)o1
 : 4.3, 0.4, 5.1, 1.9, 0.4, 12.3, 10.3, 1.6, 1.7
- Cc1nn(CC(=O)NCCc2ccc(Cl)cc2)c(C)c1[N+](=O)[O-]
 : 11.8, -0.9, -9.6, -1.7, 1.0, 2.6, -10.3, -2.5, -4.4
- Cn1cnc(C(=O)N2CCN(C(=O)OC(C)(C)C)CC2)c1C(=O)N1CCN(C(=O)OC(C)(C)C)CC1
 : 8.4, -1.8, -7.6, -1.4, -0.3, -7.9, 3.7, -1.1, -3.5
- O=C(COC(=O)CSc1cc(Cl)ccc1Cl)NCc1ccc2c(c1)OCO2
 : -5.2, 0.0, -3.9, -1.6, 0.1, -2.7, -4.4, 2.6, -5.0
- CCOC(=O)CSc1ncc(OC)c(Sc2ccc(OC)cc2)n1
 : -9.5, -1.0, 1.5, -2.1, -0.1, 0.6, 0.1, 3.6, -6.1
- O=C(CNC(=O)c1ccco1)NCC(=O)OCc1ccc(F)cc1
 : 17.8, -0.3, -6.2, -2.1, 1.2, -6.3, 9.4, 0.1, -1.0
- Cn1c(=S)sc2ccc3ccccc3c21
 : 19.8, ., 51.9*, 2.6, -0.1, -7.4, 0.5, ., -0.1
- O=C(Nc1ccc(Br)cn1)c1ccc2ccccc2c1
 : 12.9, -1.2, -5.2, 1.2, -1.3, -27.7, 1.0, 0.4, -3.0
- CCCCc1ccc(NS(=O)(=O)c2c(C)n(C)c(=O)n(C)c2=O)cc1
 : 7.2, -0.1, -6.5, -1.1, 0.5, 5.9, -0.9, -1.6, -2.8
- NC(=O)CC(NC(=O)Cc1ccc(Br)cc1)c1ccc(NCC2CC2)c([N+](=O)[O-])c1 (stereo not drawn)
 : -0.4, 1.1, -8.4, -2.1, -0.6, -6.4, 6.4, 0.2, 1.9

Given in markdown: part of the list above.
| Structure | GDH-TPI inh | Mtb BioA inh | PrPC TRFRET | Mtb FBA inh | BoNT-A LC inh2 | BoNT F protease | CCHFV vOTU inh | UGM FP inh | FadD28 binding |
| --- | --- | --- | --- | --- | --- | --- | --- | --- | --- |
| Cc1cc(C(=O)N/N=C/c2ccc(-c3ccc(C)c(Cl)c3)o2)n[nH]1 | 16.1 | 0.0 | -1.7 | 3.5 | . | . | -5.4 | -0.4 | 0.4 |
| O=C(c1ccco1)N1CCN(CC(=O)N(C2CCCCC2)C2CCS(=O)(=O)C2)CC1 (stereo not drawn) | 7.4 | -3.0 | 7.5 | 1.2 | 1.1 | 4.3 | 2.0 | -2.3 | 1.2 |
| COc1ccc(NC(=S)N(CCCN2CCOCC2)Cc2ccco2)cc1 | -3.1 | . | 3.0 | 0.7 | -2.3 | -12.1 | -2.3 | -1.1 | -2.6 |
| CC(=O)N=Cc1c(C)c(C#N)c(=O)n(C)c1O | 12.2 | . | -9.1 | -2.6 | -1.2 | -5.1 | 16.5 | -2.0 | -0.6 |

Additional structures
Order of values – GDH-TPI inh, Mtb BioA inh, PrPC TRFRET, Mtb FBA inh, BoNT-A LC inh2, BoNT F protease, CCHFV vOTU inh, UGM FP inh, FadD28 binding
- CCC1CCc2sc(C(=O)NCC(c3ccccc3OC)N3CCCC3)cc2C1 (stereo not drawn)
 : 1.3, -1.7, -0.5, 0.2, -2.0, -14.7, 14.8, 2.1, -2.4
- CN(C)c1cc(=O)n2c(n1)SCCC2
 : 2.6, 0.0, 4.5, 1.7, -1.2, -0.7, 11.5, -0.8, 1.4
- O=C(COc1cc(Cl)ccc1Cl)Nc1nnc(CC(=O)N2CCOCC2)s1
 : 12.2, 0.2, -0.8, 3.0, -0.7, -4.4, 5.4, -2.4, 0.0
- COc1ccc2[nH]c(C(=O)N3CCCN(Cc4ccc(F)cc4)CC3)cc2c1
 : 9.3, ., -1.9, 23.4, 1.0, 1.2, -1.8, 2.1, -5.5
- NNC(=O)c1cccn(Cc2ccc(Cl)cc2Cl)c1=O
 : 9.9, 2.9, 0.6, -1.9, 0.7, 1.8, -8.0, -0.8, -2.5
- COc1ccc(CCNC(=O)c2nnn(CC(=O)Nc3cccc(F)c3)c2N)cc1OC
 : 0.8, ., 5.1, -3.0, 0.3, 2.0, -4.3, 0.8, -2.8
- O=S(=O)(NCCOCC(F)(F)C(F)F)c1ccc2oc3ccccc3c2c1
 : -4.9, -1.4, 12.1, -6.1, 1.2, -5.2, 24.0, -1.0, -3.8
- Nc1ccc(Nc2nc(-c3cc4ccccc4oc3=O)cs2)cc1
 : 15.9, 0.0, 0.7, 0.4, -0.1, -13.4, -4.3, 2.3, -2.7
- Cc1nc(NCCNC(=O)c2ccco2)c2c(C)c(C)sc2n1
 : 12.7, 1.5, 6.0, 0.1, -0.6, -12.9, 4.4, -4.4, -3.7
- CCOC(=O)NN=C1CN(S(=O)(=O)c2ccc(C)cc2)C1
 : -1.6, 1.1, -0.8, -1.0, -0.5, 2.1, 13.6, -1.7, -2.0
- COc1ccccc1CC(=O)N1CCC(CCC(=O)NC2CC2)CC1
 : 7.8, -1.4, 7.4, 2.4, -0.5, 1.1, 2.4, 0.1, -3.2
- CC[N+](CC)(CC#Cc1ccccc1)CC(=O)c1ccc(Cl)cc1
 : 0.0, ., 1.4, -0.1, 1.2, -0.8, -3.5, -0.9, 0.0
- CCOC(=O)N1CCC(c2cc(=O)n(-c3ccccc3)[nH]2)CC1
 : -1.6, ., -1.9, 2.0, -1.6, -6.5, 71.1*, 2.1, -0.4
- COc1ccc(CCNC(=O)C2CC(=O)N(c3ccccc3)C2)cc1OC (stereo not drawn)
 : -1.8, 2.1, 0.3, 2.0, 1.4, -13.2, -3.9, -0.5, -1.9
- CC1CC(C)CN(C(=O)CCNC(=O)Cn2cnc3ccccc3c2=O)C1 (stereo not drawn)
 : 15.7, 0.4, -7.2, -2.8, -0.2, -4.4, 9.9, -0.7, -2.9
- CN(C)C(=O)c1ccc(NC(=O)c2cccc(S(=O)(=O)N3CCN(Cc4ccccc4)CC3)c2)cc1
 : 8.6, -0.9, 5.5, 0.3, -0.7, -8.6, 9.2, ., 0.1
